# Bioassay records (PubChem BioAssay)
# GalR3 antagonist – antagonists of human GalR3. O60755. HEK293 GalR3-CNG cAMP membrane potential fluorescence; galR3 body fused to GalR1 C-terminus. inhibition, % at 3 µM. 360,000 compounds, 0.44% hits;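 active = inhibition above the screen-wide average plus 3 SD, cut at about 13% in these data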;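 also: forskolin and galanin both at EC90 stimulate the cells; cAMP rise reported by CNG channel membrane potential dye signal; 0% = forskolin plus galanin with DMSO and 100% = forskolin alone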
# Target sequence (O60755 1-299 limits assumed): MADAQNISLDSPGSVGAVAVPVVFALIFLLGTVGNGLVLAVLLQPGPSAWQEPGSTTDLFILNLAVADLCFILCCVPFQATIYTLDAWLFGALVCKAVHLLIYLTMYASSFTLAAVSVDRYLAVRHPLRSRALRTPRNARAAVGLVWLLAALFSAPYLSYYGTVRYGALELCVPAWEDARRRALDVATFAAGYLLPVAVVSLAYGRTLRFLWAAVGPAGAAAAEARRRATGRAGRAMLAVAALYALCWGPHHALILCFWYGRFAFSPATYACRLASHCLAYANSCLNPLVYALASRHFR
# MEKK2 mut-MEK5 – signal of MEK5 binding to mutant human MEKK2 PB1 domain; bead flow cytometry, Alexa488-MEK5 binding to MEKK2 mutant; percent response, % at 10 µM; 290,000 compounds, 0.35% hits; AID 1530; in the data active = percent response above about 24%, passing the limit was not always enough; also: inactives centre near 1; some results filed as inactive read as strong as hits; reference of the scale not given here
# MEKK2 WT-MEK5 – raises or lowers MEK5 binding to wildtype human MEKK2 PB1 domain | binding response (% of control), % at 10 µM | bead flow cytometry, Alexa488-MEK5 binding to MEKK2 WT; actives lie on both sides | 290,000 compounds, 1.1% hits | AID 1531; in the data active = binding response below about 67% or above about 130%
# PfM18AAP inh – blocks P. falciparum M18 aspartyl aminopeptidase. inhibition, % at 7.35 µM. 290,000 compounds, 1.2% hits. recombinant PfM18AAP, H-Glu-NHMec fluorogenic cleavage;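 active = inhibition above the campaign mean inhibition over all tested compounds plus 3 SD, cut at about 28% in these data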;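 also: 0% = plate median of test compound wells and 100% = 2 mM ZnCl2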
# GPR7 antag – blocks human GPR7 receptor signaling; P48145; 290,000 compounds, 1.1% hits; AID 1861; GPR7-expressing cells, fluorescence antagonist assay; inhibition, % at 4.4 µM; in the data active = inhibition above about 16%, passing the limit was not always enough;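 also: cells stimulated with the agonist NPW; 0% = agonist with vehicle and 100% = vehicle without agonist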
# Target sequence (P48145 whole entry, looked up): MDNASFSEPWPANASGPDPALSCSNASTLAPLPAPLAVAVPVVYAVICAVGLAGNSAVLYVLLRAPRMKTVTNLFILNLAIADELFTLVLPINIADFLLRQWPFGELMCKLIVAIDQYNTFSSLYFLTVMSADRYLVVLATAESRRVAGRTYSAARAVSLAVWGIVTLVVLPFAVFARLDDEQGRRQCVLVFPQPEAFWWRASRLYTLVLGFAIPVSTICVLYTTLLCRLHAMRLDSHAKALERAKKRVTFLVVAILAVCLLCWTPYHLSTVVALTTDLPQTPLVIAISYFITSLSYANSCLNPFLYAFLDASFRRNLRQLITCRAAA
# OXTR agonist – agonists of human oxytocin receptor | P30559 | CHO-OTR cells, Fluo-8 calcium fluorescence; normalized: DMSO 0%, oxytocin 100% | activation, % at 3 µM | 320,000 compounds, 0.32% hits | AID 2435;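 active = activation above the mean of all tested compounds plus 3 SD, cutoff set per screening run, cut at about 20% in these data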;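 also: peak over basal fluorescence ratio from a 100 s FLIPR kinetic read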
# Target sequence (P30559 whole entry, looked up): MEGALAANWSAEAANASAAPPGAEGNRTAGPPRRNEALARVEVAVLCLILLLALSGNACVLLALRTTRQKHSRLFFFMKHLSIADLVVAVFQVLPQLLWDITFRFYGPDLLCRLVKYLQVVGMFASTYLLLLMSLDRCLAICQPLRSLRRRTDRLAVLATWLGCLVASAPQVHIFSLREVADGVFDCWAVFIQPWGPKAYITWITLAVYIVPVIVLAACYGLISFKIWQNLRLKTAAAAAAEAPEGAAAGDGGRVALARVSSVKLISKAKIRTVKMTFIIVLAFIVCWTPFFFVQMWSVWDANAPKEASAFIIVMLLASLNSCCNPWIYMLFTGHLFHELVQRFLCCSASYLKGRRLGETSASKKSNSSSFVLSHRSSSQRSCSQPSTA
# OXTR potentiate – potentiators of human oxytocin receptor | P30559 | CHO-OTR cells, Fluo-8 calcium fluorescence, potentiator mode; 0% = oxytocin EC15, 100% = EC100 | activation, % at 3 µM | 320,000 compounds, 0.061% hits | AID 2445;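 active = activation above that plate's cutoff, the mean activation of tested compounds plus 3 SD, cut at about 6.6% in these data, passing the limit was not always enough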;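 also: 100% uses oxytocin at 75 nM as the full agonist control; some results filed as inactive read as strong as hits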
#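 Assay system: CHO-OTR cells, human receptor / Also added: oxytocin at about EC15, sub-maximal agonist stimulus / Dosing: single dose, 3.0 µM nominal final compound concentration / Incubation: 6 min pre-incubation, 100 s read / Technique: Fluo-8 calcium dye fluorescence / Read-out: % activation vs EC15 and EC100 oxytocin / Benchmarks: EC15 oxytocin low, 75 nM oxytocin high / Replicates: singlicate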
# NALP1 inh – blocks the NALP1 inflammasome reconstituted in yeast; S. cerevisiae NALP1/ASC/caspase-1 growth, X-gal OD620, 72 h; inhibition, % at 10 µM; 280,000 compounds, 0.61% hits; AID 2071; in the data active = inhibition mostly above about 24%, no sharp cut-off; inactive = mostly below about 32%; also: some compounds called inactive have numbers as strong as hits
# V1aR counter – counter-screen for oxytocin receptor agonists: human V1a receptor agonists | P37288 | CHO-V1R cells, Fluo-8 calcium fluorescence, agonist mode; 0% DMSO, 100% 3 nM vasopressin | activation, % at 3 µM | 320,000 compounds, 0.25% hits | AID 2797;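 active = activation above the mean activation of all tested compounds plus 3 SD, per screening run, cut at about 20% in these data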;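 also: signal is peak over basal fluorescence ratio across a 100 second FLIPR read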
# An asterisk follows results filed as active; . = no result given. Random draw from the library; overall some 4.1% were active at least once.
SMILES,GalR3 antagonist,MEKK2 mut-MEK5,MEKK2 WT-MEK5,PfM18AAP inh,GPR7 antag,OXTR agonist,OXTR potentiate,NALP1 inh,V1aR counter
O=[N+]([O-])c1cc(S(=O)(=O)NC2=NCCCCC2)ccc1Cl,-7.2,0.0,100.0,2.5,-5.7,1.9,-1.7,4.0,-0.1
O=C(NCc1cccs1)C(=O)NCC1OCCCN1S(=O)(=O)c1ccccc1 (stereo unspecified),-0.9,0.0,112.0,1.9,-1.1,-1.7,-3.3,19.3,-0.8
CCOc1ccc(Br)cc1CN(CC)CC,-4.0,-20.0,87.0,4.5,6.7,-0.3,-9.0,3.9,0.5
O=C(NCC1CCCO1)c1ccc(NC(=O)c2ccc([N+](=O)[O-])cc2)cc1 (stereo unspecified),-9.6,2.0,104.0,4.4,-9.1,-0.1,-9.9,19.3,0.8
Cc1cc(C)nc(SCC(=O)NC2CCCC2)n1,-4.4,-38.0,103.0,0.4,2.7,0.2,-5.9,-1.9,0.0
Cc1cc(C(F)(F)Cl)n2ncc(-c3ccccn3)c2n1,-11.1,6.0,103.0,0.4,-19.7,-1.6,6.2,2.8,0.8
O=C(NCCCN1CCOCC1)C1CC(=O)N(C2CCCCC2)C1 (stereo unspecified),-0.7,-21.0,89.0,-7.7,-10.1,0.2,-8.9,16.7,0.2
CCN(CC)S(=O)(=O)c1ccc(C)c(NC(=S)N2CCN(c3ccccn3)CC2)c1,-9.7,0.0,105.0,-2.8,-11.7,8.4,-9.7,-13.2,9.5
S=c1[nH]nc(-c2ccccn2)n1/N=C/c1ccc(-c2ccccc2Br)o1,-4.7,-5.0,96.0,-0.6,-10.6,.,.,16.7,.
CCN(Cc1nc2ccccc2c(=O)[nH]1)Cc1nc2cc(OC)c(OC)cc2c(=O)[nH]1,-3.3,3.0,95.0,-8.0,-13.0,-0.1,-7.4,.,1.5
Cc1ccc(Cl)cc1NC(=O)c1cc(NC(=O)CCCC(=O)O)ccc1N1CCCCC1,-0.4,3.0,102.0,0.1,-17.1,-0.9,4.3,-0.8,-0.4
O=C(O)C(Cc1ccccc1)N1CCS(=O)(=O)CC1 (stereo unspecified),-2.0,-9.0,85.0,-3.5,4.4,0.7,-0.5,4.6,4.7
COc1c(Cl)cc(-c2noc(C)c2C(=O)NCc2ccccc2)cc1Cl,-1.5,5.0,111.0,-3.4,-10.4,-1.4,-3.8,34.9,-1.0
Cc1ccc(NC(=O)CN2C(=O)N/C(=C/c3ccc4c(c3)OCCO4)C2=O)cc1,0.8,-6.0,95.0,1.7,1.2,-0.3,1.7,14.9,-0.1
O=C(N/N=C\C=C\c1ccco1)C1COc2ccccc2O1 (stereo unspecified),-4.7,-20.0,95.0,4.8,-9.9,-0.8,-2.7,.,1.2

# Reformatted with values under each structure: entries from further up.
# Values run as follows: GalR3 antagonist, MEKK2 mut-MEK5, MEKK2 WT-MEK5, PfM18AAP inh, GPR7 antag, OXTR agonist, OXTR potentiate, NALP1 inh, V1aR counter
> Cc1ccc(Cl)cc1NC(=O)c1cc(NC(=O)CCCC(=O)O)ccc1N1CCCCC1
 : -0.4, 3.0, 102.0, 0.1, -17.1, -0.9, 4.3, -0.8, -0.4
> O=[N+]([O-])c1cc(S(=O)(=O)NC2=NCCCCC2)ccc1Cl
 : -7.2, 0.0, 100.0, 2.5, -5.7, 1.9, -1.7, 4.0, -0.1
> S=c1[nH]nc(-c2ccccn2)n1/N=C/c1ccc(-c2ccccc2Br)o1
 : -4.7, -5.0, 96.0, -0.6, -10.6, ., ., 16.7, .
> Cc1cc(C)nc(SCC(=O)NC2CCCC2)n1
 : -4.4, -38.0, 103.0, 0.4, 2.7, 0.2, -5.9, -1.9, 0.0

# Later entries:
SMILES,GalR3 antagonist,MEKK2 mut-MEK5,MEKK2 WT-MEK5,PfM18AAP inh,GPR7 antag,OXTR agonist,OXTR potentiate,NALP1 inh,V1aR counter
COc1ccc(-c2nc(N3CCCCCC3)sc2C(=O)c2ccccc2)cc1,-1.9,-3.0,85.0,1.4,-6.0,5.9,-14.4,18.9,1.5
O=C(CCc1nnc(C2CCCCC2)o1)N1CCC(Oc2cccnc2)CC1,-1.2,-10.0,91.0,-9.5,-3.2,-1.1,-9.2,-13.9,0.1
Cc1cc(C)nc(NS(=O)(=O)c2ccc(NC(=O)c3nn(-c4ccccc4)ccc3=O)cc2)n1,-2.9,9.0,101.0,3.1,-6.9,-0.3,2.8,5.7,0.1
COc1ccc(CCNC(=O)COc2cc(O)c3c(c2)OC(C)(C)CC3=O)cc1,-5.7,1.0,104.0,6.0,-3.0,-0.4,-5.8,5.9,0.4
CCc1ccc(NC(=O)c2sc3nc(C)nc(N4CCN(c5ccccn5)CC4)c3c2C)cc1,-4.8,-2.0,94.0,-0.1,-13.1,-0.1,-6.8,5.4,-0.8
CCn1c(COc2cccc3cccnc23)nnc1SCC(=O)OC,-6.3,-1.0,97.0,2.5,8.4,0.2,2.8,12.6,12.5
Cc1cc(Nc2cccc(F)c2)nc(N2CCOCC2)n1,-3.3,-8.0,94.0,0.1,-12.1,-2.6,-3.9,-7.6,-1.3
CCN(CC)C(=S)NC(=O)c1ccc(Cl)cc1Cl,-0.2,0.0,104.0,12.4,-3.9,-0.2,-0.9,3.9,0.3
COc1ccc(NC(=O)CN2C(=O)CSC(C)C2=O)cc1 (stereo unspecified),-2.7,2.0,103.0,1.1,-2.4,0.8,1.2,4.7,1.1
CC(/C=C/c1ccccc1)=N/NC(=O)c1nc2nc(C)cc(C)n2n1,-3.6,1.0,117.0,-1.6,-9.6,0.4,-15.8,-15.2,0.2
O=C(N=C1SC2CS(=O)(=O)CC2N1Cc1ccc(Cl)cc1)C1CCCO1 (stereo unspecified),-7.8,4.0,100.0,0.1,-2.6,-0.1,3.5,8.0,-0.1
Nc1nccnc1C(=O)OCC(=O)Nc1cccc(S(=O)(=O)N2CCCCC2)c1,-4.0,25.0,114.0,-4.6,3.3,3.0,-10.9,14.4,5.0
Cc1c(NC(=O)CSCc2c(F)cccc2Cl)c(=O)n(-c2ccccc2)n1C,.,-1.0,97.0,-9.0,0.3,-0.3,-2.6,1.0,0.7
O=C(CNC(=O)c1ccc(Cl)cc1)OCCCOC(=O)CNC(=O)c1ccc(Cl)cc1,-1.1,3.0,104.0,-14.1,1.8,0.6,7.0,16.0,6.3
O=C(COC(=O)Cc1ccccc1[N+](=O)[O-])NCc1ccc(F)cc1,-2.8,19.0,99.0,-9.3,11.2,-1.0,-5.5,4.0,0.1
Cc1ccc(NC2CCCN(C(=O)c3cn4cc(Cl)ccc4n3)C2)cc1C (stereo unspecified),0.9,0.0,93.0,6.0,-11.1,0.9,-4.0,9.8,2.9
COc1ccc(OC)c(N(CC(=O)N2CCC(C)CC2)S(=O)(=O)c2ccc(OC)c(OC)c2)c1,-4.5,0.0,98.0,0.9,-10.2,-1.1,-5.1,13.8,-0.3
Fc1cccc(CNCc2ccc3c(c2)OCO3)c1,-8.3,4.0,112.0,-1.2,-4.5,1.2,-0.4,3.6,1.2
CCCc1cc(=O)[nH]c(SCC(=O)N2CCN(c3ccccc3)CC2)n1,-3.9,-11.0,88.0,-1.1,1.3,0.5,1.9,2.8,1.1
CCN(C(=O)c1ccc2c(=O)n3c(nc2c1)CCCCC3)c1ccc(F)cc1,-8.0,-4.0,98.0,5.1,0.0,-0.8,-11.2,26.2,0.9
CC(C)CNC(=O)NC(=O)COC(=O)Cn1cnc2ccccc2c1=O,2.2,1.0,99.0,2.1,-15.0,-0.9,-4.6,-6.2,-0.5
CN(Cc1nc2ccccc2c(=O)[nH]1)C(=O)c1cccc(S(=O)(=O)N2CCc3ccccc32)c1,-3.3,.,.,.,.,1.0,-7.6,.,2.9
O=C(Nc1ccc(Cl)cc1)N1CCN(c2ccc3nnc(-c4ccc(F)cc4)n3n2)CC1,-6.0,7.0,108.0,-14.5,-11.6,-0.5,-4.9,36.8,0.7
Oc1ccc(/C=N/N2CCN(c3ccccn3)CC2)cc1,-6.0,11.0,103.0,5.5,-10.7,1.0,-0.9,-11.3,0.8
CCOC(=O)c1nn(C23CC4CC(CC(C4)C2)C3)c2c1C(=O)N(c1ccc(C)cc1)C2=O,1.5,-16.0,78.0,-1.2,17.5,-0.6,3.0,12.0,0.7
Cc1ccc(S(=O)(=O)NN=C2C3CC4CC(C3)CC2C4)cc1,-2.9,.,.,.,.,-1.2,-9.7,.,-1.1
CS(=O)(=O)N1CCN(C(=O)Nc2ccccc2)CC1,-2.3,-1.0,100.0,-1.8,-15.5,0.1,-4.6,-9.1,-0.2
CCOC1=NC(C(=O)O)c2ccccc2/C(=C(/C)Cl)N1 (stereo unspecified),-2.3,2.0,103.0,-16.8,-1.6,-0.5,-7.4,-8.4,0.8
CC1CCCN(Cc2nc(Cc3ccccc3Cl)no2)C1 (stereo unspecified),5.0,2.0,103.0,-8.1,-15.8,-2.3,-1.3,-4.3,-0.5
O=[N+]([O-])c1ccc(/C=N/NC(=S)Nc2ccc(Cl)cc2Cl)s1,-3.3,-15.0,82.0,16.6,-10.8,-0.5,-5.0,.,11.0
Cc1ncc(CN2CCCC(CCC(=O)NCc3ccccc3F)C2)s1 (stereo unspecified),-8.1,-5.0,96.0,-7.4,-12.3,-0.8,1.1,-5.6,-0.2
CC(C)c1ccc(NC(=O)C2CCC(CNC(=O)[C@@H]3Cc4ccccc4CN3)CC2)cc1 (stereo partly specified),-8.1,0.0,100.0,-4.0,22.3,15.5,-7.6,16.4,23.6*
Cc1ccc(C)c2sc(N)nc12,-7.3,-9.0,93.0,2.2,-3.4,0.7,-6.5,9.4,0.2
COc1ccccc1C(=O)NCCCNC(=O)c1ccccn1,-6.9,1.0,96.0,0.9,-8.0,0.3,-9.3,2.2,0.5
CCCC(=O)Nc1ccc(C#Cc2ccccc2)cc1,-4.5,-1.0,99.0,2.5,16.9,3.0,-17.3,4.9,3.0
CC1CCC(NC(=O)c2cc(C3CC3)nn2-c2ccccc2)CC1 (stereo unspecified),-5.5,.,.,.,.,-1.9,-3.5,.,-1.3
CC(=O)c1ccc(NC(=S)NCCc2cccc(Cl)c2)cc1,-4.7,1.0,106.0,6.0,11.4,10.7,-16.4,17.4,12.2
O=C1CCCCC1C(O)c1ccc(Cl)cc1 (stereo unspecified),.,7.0,103.0,2.4,-4.8,-0.8,5.1,-5.4,-1.9
COc1ccc(/C=C(\C#N)C(=O)OCC(=O)NC(C)c2ccccc2)cc1 (stereo unspecified),-3.2,2.0,98.0,-6.1,-7.3,0.4,-3.2,23.0,1.2
Cc1ccc(C)c(NC(=O)C[n+]2ccccc2)c1,-8.3,7.0,109.0,-11.8,-13.2,1.5,1.9,15.7,1.3
CCOC(=O)CCc1nc2ccccc2[nH]1,-13.1,6.0,109.0,-3.3,-7.0,0.2,2.1,-11.0,0.8

# Single records (already shown). Values in the order: GalR3 antagonist	MEKK2 mut-MEK5	MEKK2 WT-MEK5	PfM18AAP inh	GPR7 antag	OXTR agonist	OXTR potentiate	NALP1 inh	V1aR counter
# `O=C(N=C1SC2CS(=O)(=O)CC2N1Cc1ccc(Cl)cc1)C1CCCO1` (stereo unspecified) is listed with -7.8	4.0	100.0	0.1	-2.6	-0.1	3.5	8.0	-0.1
# `Cc1ccc(C)c2sc(N)nc12` is listed with -7.3	-9.0	93.0	2.2	-3.4	0.7	-6.5	9.4	0.2
